# NS3h inh CB: hepatitis C NS3 helicase inhibition, primary screen. AID 687043. NS3h Cy5-dT15 DNA binding, fluorescence polarization. 1.6% of 16,000 active. inhibition, % at 100 µM;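 active = inhibition above the average over every tested compound plus 3 SD, cut at about 40% in these data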
# Cy5 interf NS3h: Cy5 fluorescence interference, HCV helicase counter-screen | Cy5-dT15 DNA with NS3h; actives lie on both sides; signal over control mean, under 1 quenches | fluorescence interference ratio at 100 µM | 6% of 16,000 active | AID 720488;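 active = compound fluorescence over control fluorescence at most 0.8, a quencher, or at least a set upper limit, an enhancer; inactive = ratio between 0.8 and the set upper limit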
# * marks the source's active call; other numbers are inactive results. Compounds as they come; 7% or so of the library scored in one or more.
SMILES,NS3h inh CB,Cy5 interf NS3h
Cc1cccc(C(=O)NNC2=CC(=O)CC(C)(C)C2)c1O,4.0,1.02
O=C(OCCN1CCOCC1)c1ccc(Cl)cc1,-9.9,0.95
CCCN(CCC)C(=O)CC12CC3CC(C1)CC(CC(=O)N(CCC)CCC)(C3)C2,10.9,1.18
Cc1ccc(OCC(=O)N2CCC(Cc3ccccc3)CC2)c(C)c1,8.8,0.905
CC1(C)CC(=O)C/C(=N\NC(=O)c2ccccc2)C1,0.6,0.936
CC(C)NC(=O)c1nn2c(C(F)(F)F)c3c(nc2c1Cl)-c1ccccc1CC3,10.0,0.988
CC1=NN(c2ccc(S(N)(=O)=O)cc2)C(=O)/C1=C\c1ccc(C(C)C)cc1,7.0,0.94
CN(C)c1ccc(NS(=O)(=O)c2ccc(F)cc2)cc1,7.4,0.967
COCCCNC(=O)COc1ccc2ccccc2c1,2.2,1.12
Cc1cccc(CC2CC(=O)N(c3ccc(/C=C/C(=O)O)cc3)C2=O)c1 (centres undefined),-5.4,1.05
CCOc1ccccc1NC(=O)CCCOc1ccc(Cl)cc1Cl,-7.2,0.995
COC(=O)c1ccccc1NC(=O)CN(c1ccc(OC)cc1)S(=O)(=O)c1ccc(C)cc1,11.9,1.01
CCCCOC(=O)c1ccc(NC(=O)c2ccc(-c3cccc([N+](=O)[O-])c3)o2)cc1,4.1,1.07
O=[N+]([O-])c1ccc(N2CCN(S(=O)(=O)c3ccccc3)CC2)c2cccnc12,11.6,0.941
CC(C)C(=O)NC(c1ccc([N+](=O)[O-])cc1)c1ccc2cccnc2c1O (centres undefined),1.4,0.98
COc1ccc(C(=O)Nc2ccc(C)c(Cl)c2)cc1OC,18.6,0.734*
CC(C)CCN(CCN1C(=O)c2ccccc2C1=O)CCN1C(=O)c2ccccc2C1=O,9.9,0.976
Cc1cccc(C(=O)Oc2ccc(/C=C3/SC(=S)NC3=O)cc2)c1,8.4,0.978
O=C1c2ccccc2NC(c2ccc(Br)cc2)N1Cc1ccco1 (centres undefined),8.9,0.966
COc1ccc(/C=N\n2cnnc2)cc1Br,-14.7,1
Cc1cccc(NC(=O)CN2CCOCC2)c1C,-1.9,1.03
COCCOC(=O)C1=C(C)NC(C)=C(C(=O)OCCOC)C1c1ccc(-c2cccc(Br)c2)o1,17.9,0.846
COc1ccc(C(=O)/C=C/Nc2ccccc2Br)cc1OC,15.9,0.996
O=P(c1ccccc1)(c1ccccc1)C1CCOCC1,1.9,1.1
COc1ccc(OCCCOc2ccc(Cl)c(C)c2)cc1,7.6,0.948
O=C1C(=O)N(c2ccccn2)C(c2cccc(Br)c2)C1=C(O)c1ccc(Cl)cc1 (centres undefined),10.6,0.858
COc1cc(C2Nc3ccccc3NC3=C2C(=O)CC(c2ccc(Cl)cc2)C3)cc(Br)c1O (centres undefined),2.3,0.989
CCOc1ccc(NC(=O)c2ccc(I)cc2)cc1,5.5,1.14
COc1ccc(N(CC(=O)NCC(C)C)S(C)(=O)=O)c(OC)c1,2.5,1.09
O=C(Nc1ccc(NC(=O)c2ccc(Cl)cc2Cl)cc1)c1ccc(Cl)c(Cl)c1,-16.9,0.966
C/C(=N/N1CCN(Cc2ccc(C)cc2)CC1)c1ccncc1,0.9,1.03
CCN(CC)c1ccc(Nc2cc(C)c(C#N)c3nc4ccccc4n23)cc1,4.5,1.03
Cc1ccc(C(=O)NCc2ccncc2)cc1,1.0,1.06
COc1ccc(C=NS(=O)(=O)c2cccs2)cc1,-1.6,1
O=C(NCc1ccco1)c1nn2c(c1Br)NC(c1cccs1)CC2C(F)(F)F (centres undefined),9.9,1.01
CCOc1ccccc1N(C(C)=O)S(=O)(=O)c1ccc(Cl)cc1,12.4,0.951
COc1cc(-c2nc(N)c3c(=O)oc4ccccc4c3n2)cc(OC)c1OC,-3.5,1.05
COC(=O)c1cccc(NC(=O)C23CC4CC(C2)CC(C(=O)Nc2cccc(C(=O)OC)c2)(C4)C3)c1,7.3,1.02
CC(C)(Cc1ccc(O)cc1)NC(=O)Cc1ccccc1,1.3,1.02
Cc1ccc(C2CC(C(F)(F)F)n3nc(C(=O)N4CCN(c5ccc(F)cc5)CC4)cc3N2)cc1 (centres undefined),6.4,0.92
O=C(N/C(=C/c1ccc(-c2cccc(C(F)(F)F)c2)o1)C(=O)N1CCOCC1)c1ccc(Cl)cc1,13.3,0.814
CCCCOC(=O)COc1ccc2c3c(c(=O)oc2c1C)CCC3,10.9,1.1
O=S1(=O)CCC(N2CCCCC2)C1 (centres undefined),-2.7,1.06
COc1ccc(S(=O)(=O)Nc2ccc(S(N)(=O)=O)cc2)cc1,5.5,1.15
Cc1ccc(N2C(=O)/C(=C/c3cc(C)n(C)c3C)C(=O)NC2=S)c(C)c1,12.2,1
NC(=O)C1CCN(C(=O)c2ccc([N+](=O)[O-])cc2)CC1,6.3,1.05
COc1ccc(C2C(C#N)=C(N)Oc3cc(N)ccc32)cc1 (centres undefined),7.4,0.962
Cc1c(NC(=O)c2ccc(-c3cccc(Cl)c3)o2)cccc1-c1nc2ncccc2o1,-6.1,1.03
Brc1ccc(-c2noc(C(c3ccccc3)c3ccccc3)n2)cc1,8.2,1.13
CC(O)c1cccc(NC(=O)c2cnn3c2NC(c2ccco2)CC3C(F)(F)F)c1 (centres undefined),17.0,0.494*
COc1ccc(C(=O)NC(=S)N2CCSCC2)cc1,15.3,0.918
Cc1ccc(COc2ccc3c4c(c(=O)oc3c2)CCC4)cc1,3.1,1.17
COC(=O)C(=O)C=C(O)c1ccc(Br)cc1,5.0,1.06
CCOc1ccc(NC(=O)c2ccccc2NC(=O)c2ccccc2Cl)cc1,8.3,1.03
O=C(/C=C/c1ccc(Br)cc1)NC(=S)NCCCN1CCOCC1,13.5,1.05
CCOC(=O)C1=C(C)NC(=O)NC1c1cc(Br)c(O)c(OC)c1 (centres undefined),2.5,1.03
Cc1nn(C)c2[nH]c(C(F)(F)F)cc(=O)c12,-14.2,1.01
O=C(Nc1cccc(-c2nc3ccccc3s2)c1)c1cccs1,10.9,0.993
COc1ccc(N2C(=O)CC(N3CCC(C)CC3)C2=O)cc1 (centres undefined),-1.6,0.987
CCc1ccc(OCC(=O)Nc2nc(-c3ccccc3)cs2)cc1,3.3,1.05
# Going on with the list.
SMILES,NS3h inh CB,Cy5 interf NS3h
Cc1ccc(S(=O)(=O)N2CCN(S(=O)(=O)c3ccc(C)cc3)C2c2ccc(N(C)C)cc2)cc1,13.5,0.944
O=C1C=C(Nc2ccc(Cl)cc2)C(=O)N1c1cccc(C(F)(F)F)c1,25.1,0.89
Cc1ccc(C(O)=Cc2nc3ccccc3[nH]c2=O)cc1,6.7,1.02
COc1cc(/C=c2/sc3nc4c(Br)c(C)c(C)cc4n3c2=O)ccc1OCC(=O)O,11.4,0.977
CCc1ccc(/C=N\n2cnnc2)cc1,0.0,1.09
O=C(Nc1ccccc1Cl)c1ccc(CN2CCOCC2)cc1,7.2,1.08
CCOc1cc(/C=C2/SC(=O)NC2=O)ccc1OCc1ccc(Cl)cc1,19.9,1.05
Cn1c(-c2cccc(Cl)c2)n[nH]c1=S,-3.4,1.03
CCCCSc1nc2sc3c(c2c(=O)n1Cc1ccccc1)CCCC3,-7.2,1.19
O=C1C(=O)N(Cc2ccccc2)C(c2ccc(F)cc2)C1=C(O)c1ccccc1 (centres undefined),9.0,1.05
CC(C)OC(=O)/C=C(\N)c1ccccc1,13.1,0.951
Clc1ccccc1-c1nc(N2CCCC2)c2ccccc2n1,19.8,0.954
CCN1C(=O)/C(=C2/Oc3ccc4ccccc4c3N2C)OC1=S,11.7,1.02
CC1=C(C(=O)Nc2cccc(Cl)c2)C(c2ccccc2Br)NC(=S)N1 (centres undefined),13.5,0.998
N#Cc1c2c(c(Nc3cccc(Cl)c3)n3c1nc1ccccc13)CCC2,2.5,1.1
Cc1cc(Cl)ccc1OCC(=O)Nc1ccc(F)c([N+](=O)[O-])c1,11.4,0.908
O=C(c1cccn1C(O)(C(F)(F)F)C(F)(F)F)C(F)(F)F,7.1,0.936
Cc1cc(NS(=O)(=O)c2ccc(NC(=O)c3cc(Cl)cc(Cl)c3)cc2)no1,5.0,1.1
COC(=O)c1c(C)oc2cc(Br)c(OCC(=O)C(C)(C)C)cc12,9.4,0.917
O=C(Nc1ccc(Cl)cn1)c1ccc2c(c1)OCCO2,14.3,0.957
O=C(Nc1ccc(NC(=O)c2cccc(Br)c2)cc1)c1ccccc1,35.9,0.915
CCOc1cc(/C=C2/SC(=S)N(C)C2=O)ccc1OCc1ccccc1Cl,11.9,1.2*
CCOC(=O)c1c(-c2ccccc2)oc2ccc(OCC(=O)c3ccc(OC)cc3)cc12,15.5,0.865
CCOc1cccc2c1N(C(=O)Cc1ccc(F)cc1)C(C)(C)c1ssc(=S)c1-2,7.3,1.02
Cc1cccc(C(=O)O)c1NC(=O)c1cccc([N+](=O)[O-])c1,3.8,1.08
O=C(c1ccc([N+](=O)[O-])cc1)N1CCSC1c1ccc2c3c(cccc13)CC2 (centres undefined),7.9,0.898
C=C(C)Cn1c(-c2ccccc2OC)n[nH]c1=S,-1.7,1
CCOc1ccccc1NC(=O)Cc1ccccc1,-11.8,1.03
NC(=O)c1ccccc1NC(=O)c1ccccc1F,1.9,1.07
COc1ccc(CNS(=O)(=O)c2ccc(C)cc2)cc1,6.8,0.986
COC(=O)C(C)Oc1ccc2ccc(=O)oc2c1 (centres undefined),3.6,1.18
Cc1cccc(NCCC(=O)c2cccs2)c1C,7.4,0.781*
Nc1cccc(NC(=O)c2ccco2)c1,-2.6,0.958
Nc1ccc(Nc2nc(-c3ccc(Br)cc3)cs2)cc1,4.7,0.776*
O=C(Cc1ccc(Cl)cc1)Nc1cccnc1,18.6,0.714*
CC1=CC(C)(C)N(C(=O)c2ccc(NS(C)(=O)=O)cc2)c2ccc(C)cc21,3.5,0.946
C=C(C)Cn1c(-c2ccc(Cl)cc2)n[nH]c1=S,-1.7,0.937
CCC(C(=O)NCc1ccccc1)c1ccccc1 (centres undefined),0.3,1.05
Cn1cc([N+](=O)[O-])cc1-c1nc2ccccc2n1C,0.0,1
O=C(Nc1ccc(Cl)cc1)c1ccccc1C(=O)c1ccc(Cl)cc1,0.4,1.03
COc1ccc(C2=NN(C(=O)CCC(=O)O)C(c3cccs3)C2)cc1 (centres undefined),-2.3,1.02
COc1ccc(C(=O)N(Cc2ccccc2)c2ccccn2)c(OC)c1,-2.8,1.04
Cc1cc(C)c(C(=O)/C=C2\NCCNC2=O)c(C)c1,4.8,1.05
COc1ccc(C(=O)NNS(=O)(=O)c2ccccc2)cc1,0.3,1.04
O=P(c1ccccc1)(c1ccccc1)C1COCCO1 (centres undefined),5.1,0.844
O=C(NC(=S)Nc1c(Cl)cc(Cl)cc1Cl)c1ccco1,1.8,1.01
C=CCN1C(=O)/C(=C/c2ccc(N(C)C)cc2)C(=O)NC1=S,33.8,1.21*
CCOc1ccc(NC(=O)CN(c2ccccc2OC)S(=O)(=O)c2ccccc2)cc1,13.5,1.12
O=C1c2ccccc2NC(c2ccc(Cl)c(Cl)c2)N1Cc1ccco1 (centres undefined),0.7,0.884
Cc1ccc(OCCNC(=O)CCc2ccccc2)cc1C,15.4,1.03
COc1ccc(N(CC(=O)O)S(=O)(=O)c2ccccc2)cc1,6.1,0.98
O=C(NCCc1ccccc1)c1cc2n(n1)C(C(F)(F)F)CC(c1cccs1)N2 (centres undefined),15.4,1.02
CCOC(=O)C1=C(O)c2ccccc2C(=O)/C1=C\c1ccc(CC)cc1,19.3,0.937
Cc1cc(C)cc(NC(=O)C(=O)NCc2ccncc2)c1,-5.5,1.03
Cc1ccc(C2CC(C(F)(F)F)n3nc(C(=O)N4CCN(c5ccc(F)cc5)CC4)c(Cl)c3N2)cc1 (centres undefined),10.5,0.49*
Cc1ccc(NC(=O)CN(c2ccc(Cl)cc2)S(C)(=O)=O)cc1C,15.9,1.01
Cc1ccccc1OCCOc1ccc(/C=c2\sc3nc4ccccc4n3c2=O)cc1,12.9,1.11
COC(=O)C1=C(C)N(c2cccc(C)c2)C(=O)/C1=C\c1ccc(C(=O)O)cc1,9.7,0.827
O=C(NCc1ccccc1)C1CC(=O)N(c2ccc(F)cc2)C1 (centres undefined),4.6,0.953
Cc1cc(Nc2cccc(C(=O)O)c2)n2ncnc2n1,7.8,0.874
# Additional structures.
SMILES,NS3h inh CB,Cy5 interf NS3h
COc1ccc(C2C(=C(O)c3ccccc3)C(=O)C(=O)N2c2cccc(C)c2)cc1 (centres undefined),7.2,1.12
CC(COc1ccccc1)NC(=O)c1nn2c(C(F)(F)F)cc(-c3ccccc3)nc2c1Br (centres undefined),9.6,0.63*
O=C(/C=C/c1cn(-c2ccccc2)nc1-c1cccnc1)c1ccco1,3.5,1.11
COc1ccc(C2Nc3ccccc3NC3=C2C(=O)CC(c2ccc(Cl)cc2)C3)c(OC)c1OC (centres undefined),8.5,0.93
CCOc1ccc(NC(=S)NC(NC(=O)c2cccc(I)c2)C(Cl)(Cl)Cl)cc1 (centres undefined),7.4,0.997

# Assay outcomes deposited in PubChem BioAssay by Milwaukee Institute for Drug Discovery.
